Screens deposited in PubChem by several laboratories.
KCNQ1 act: potentiates or activates the human KCNQ1 potassium channel; P51787; CHO-K1 KCNQ1, thallium flux FluxOR fluorescence; stronger effect = higher value; B-score at 10 µM; hit rate 0.35% among 310,000;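 active = fluorescence ratio B-score, a plate-corrected score, at least three library SD, with initial intensity B-score within 5 SD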
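Assay system: CHO-K1 cells stably expressing KCNQ1; Medium: assay buffer with matched DMSO; Also added: K+/Tl+ depolarizing stimulus; Dosing: single dose; Timing: dye 90 min, compound 20 min, room temperature; Measured by: kinetic FluxOR thallium fluorescence, 10-s 1-Hz baseline, 110-s post-stimulus read; Read-out: peak-minus-minimum fluorescence over initial fluorescence, negative-control normalized, B-scored.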
hERG rescue: compounds protecting human hERG from proarrhythmic drug block. AID 1511. CHO-hERG, FluxOR thallium flux, dofetilide IC70 present. activation (rescue from dofetilide block), less the hit threshold, % at 10 µM. hit rate 0.51% among 310,000;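 active = activation above the mean of controls blocked by dofetilide plus 5 SD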;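 note: thallium influx through hERG after potassium depolarization seen as dye fluorescence rise; in these data hits start at about 4.7%; inactives centre near -7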
Target sequence (Q12809 whole entry, looked up): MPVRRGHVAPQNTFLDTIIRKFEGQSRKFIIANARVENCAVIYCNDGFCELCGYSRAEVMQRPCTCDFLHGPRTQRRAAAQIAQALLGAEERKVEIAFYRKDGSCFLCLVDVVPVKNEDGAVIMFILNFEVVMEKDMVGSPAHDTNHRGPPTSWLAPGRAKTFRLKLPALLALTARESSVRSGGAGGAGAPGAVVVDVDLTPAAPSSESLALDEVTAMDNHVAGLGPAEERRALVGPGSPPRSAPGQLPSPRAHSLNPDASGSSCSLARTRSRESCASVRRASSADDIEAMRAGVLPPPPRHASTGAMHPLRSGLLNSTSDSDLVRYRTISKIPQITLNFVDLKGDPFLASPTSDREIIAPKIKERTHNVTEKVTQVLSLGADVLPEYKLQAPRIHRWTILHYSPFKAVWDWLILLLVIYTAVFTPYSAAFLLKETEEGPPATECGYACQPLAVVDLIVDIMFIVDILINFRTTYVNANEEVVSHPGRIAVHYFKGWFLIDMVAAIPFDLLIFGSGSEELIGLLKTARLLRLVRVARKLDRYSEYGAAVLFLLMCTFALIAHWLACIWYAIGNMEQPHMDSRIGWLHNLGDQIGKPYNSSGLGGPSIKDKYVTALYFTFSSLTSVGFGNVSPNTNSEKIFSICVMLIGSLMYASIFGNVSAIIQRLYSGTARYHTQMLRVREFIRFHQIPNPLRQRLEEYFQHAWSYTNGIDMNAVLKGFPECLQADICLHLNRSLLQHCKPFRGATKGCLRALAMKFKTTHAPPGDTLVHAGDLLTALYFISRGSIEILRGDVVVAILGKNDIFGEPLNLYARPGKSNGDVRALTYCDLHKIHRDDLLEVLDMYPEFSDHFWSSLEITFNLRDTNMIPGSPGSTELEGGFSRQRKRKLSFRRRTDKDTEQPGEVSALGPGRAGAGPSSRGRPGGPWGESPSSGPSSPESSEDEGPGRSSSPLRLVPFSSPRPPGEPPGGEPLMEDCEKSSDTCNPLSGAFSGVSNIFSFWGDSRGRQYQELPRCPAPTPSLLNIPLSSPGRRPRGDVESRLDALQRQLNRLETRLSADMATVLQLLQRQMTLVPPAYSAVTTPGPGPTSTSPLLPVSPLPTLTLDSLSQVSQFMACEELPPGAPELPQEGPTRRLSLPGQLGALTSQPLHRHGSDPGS
GSK3beta inhib: human GSK3beta kinase inhibition. P49841. GST-GSK3beta kinase, ADP-Glo luminescence, 60 min; stronger effect = lower value. activity score (negative = inhibition), % at 10 µM. hit rate 0.038% among 300,000. AID 2097;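 active = more than half of replicate wells score below -50%, meaning over 50% inhibition versus plate controls; inconclusive = some replicates but at most half score below -50%; inactive = no replicate scores below -50%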;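 note: 0% = median DMSO wells and -100% = median GW8510 positive control wells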
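Assay system: GST-fused GSK3beta enzyme, cell-free / Medium: Tris pH 7.5 buffer with MgCl2, DTT, BSA, heparin / Also added: peptide substrate plus 25 µM ATP (final) / Compound: 10 µM single point / Timing: kinase reaction with compound 60 min at room temperature / Detection: ADP-Glo luminescence / Benchmarks: DMSO neutral wells and GW8510 at 20 µM as positive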
KCNQ1 block: human KCNQ1 channel inhibition | P51787 | CHO-K1 KCNQ1, FluxOR thallium flux fluorescence; stronger effect = higher value | B-score at 10 µM | hit rate 1.3% among 310,000 | AID 2642;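 active = compounds whose thallium flux B-score, printed positive for inhibition, exceeds three library SD while starting fluorescence stays within three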;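 note: channel opened by potassium depolarization with thallium stimulus after 20 min compound exposure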
PolyA inhibitor: inhibitors of polyadenylation in S. cerevisiae; hit rate 0.02% among 300,000; AID 1875; calls only at 12 µM; S. cerevisiae SKY197-pL101 polyadenylation reporter, beta-gal luminescence; efflux-impaired pdr1/pdr3 knockout yeast; score 100 = 6 SD above DMSO;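 active = lowest replicate activity score at least 50, where 100 means six control SD above control mean; inconclusive = lowest score under 50 but half or more replicates reach 50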;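 note: yeast exposed to compound for 9 h at 30 °C; higher score means more reporter readthrough which indicates perturbed polyadenylation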
KCNK9 block: blocks the human KCNK9 two-pore domain potassium channel; Q9NPC2; HEK293 KCNK9, FluxOR thallium flux fluorescence; stronger effect = lower value; B-score at 10 µM; hit rate 1.2% among 310,000; AID 488922;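 active = ratio B-score over 3 SD below the library mean, with starting fluorescence within 5 SD of its mean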;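 note: negative B-score means less thallium flux so channel inhibition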
KCNK3 inh: human KCNK3 channel inhibition, primary screen; B-score at 10 µM; CHO-KCNK3 thallium flux, FluxOR fluorescence; stronger effect = lower value; hit rate 0.84% among 340,000; O14649;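 active = B-score under library mean minus 4 SD, starting fluorescence ratio at most library mean plus 5 SD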;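 note: more negative B-score means stronger inhibition of thallium flux through KCNK3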
GSK3 alpha inh: inhibitors of human GSK-3 alpha kinase; P49840; ADP-Glo luminescence, 60 min; inhibition, % at 10 µM; hit rate 0.1% among 320,000; AID 2650;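 in the data active = inhibition above about 50%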;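 note: GST-tagged GSK-3 alpha with peptide substrate and 25 µM ATP; 0% = DMSO neutral wells and 100% = GW8510 positive control wells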
RGS4 act: potentiators or activators of RGS4; HEK293 M3R/inducible RGS4, carbachol calcium flux Fluo4; stronger effect = lower value; B-score at 10 µM; hit rate 0.92% among 310,000;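 active = B-score of the integrated calcium signal more than 4 SD below the library mean, with starting fluorescence not abnormally high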;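 note: negative B-score means reduced calcium response which marks RGS4 activation or potentiation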
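Detection: kinetic calcium fluorescence imaging with Fluo4-AM dye, 2 µM / Material: HEK293 cells with stable M3R and inducible RGS4 / Schedule: recording 10 s baseline at 1 Hz, 100 s post-agonist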
DYRK1A inh: Dyrk1A (rat) kinase inhibition; Q63470; ADP-Glo luminescence, NFATc1 peptide; inhibition, % at 12.5 µM; hit rate 0.43% among 310,000; AID 504441; in the data active = inhibition above about 50%;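 note: plate controls were vehicle with enzyme for no effect and no enzyme for full effect; many of its hits are not listed in these tables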
HDAC3 inhib: human HDAC3 inhibition; inhibition, % at 8.3 µM; O15379; recombinant HDAC3, fluorogenic peptide/trypsin coupled, fluorescence; hit rate 0.15% among 320,000; in the data active = inhibition above about 26%, passing the limit was not always enough; inconclusive = no clear call, values can overlap the other calls
Active calls of the source: *; i = inactive; ? = inconclusive; / = not tested or not shown; & = joins results of further samples. Not all compounds are listed; count on the stated rates, not on these rows.

No.	SMILES	KCNQ1 act	hERG rescue	GSK3beta inhib	KCNQ1 block	PolyA inhibitor	KCNK9 block	KCNK3 inh	GSK3 alpha inh	RGS4 act	DYRK1A inh	HDAC3 inhib
1	COc1cccc(NC(=O)c2cc(-c3ccco3)nc3ccccc23)c1	i	-6	4	i	i	i	i	16	i	-1	4
2	O=S(=O)(c1ccc2c(c1)C(=NO)c1cc(S(=O)(=O)N3CCCCC3)ccc1-2)N1CCCCC1	i	-10	2	i	i	i	i	0	i	0	-5
3	CNC(=O)c1c(C)nc(SCC(=O)NCc2ccc(OC)cc2)c(C#N)c1-c1ccco1	i	-11	-3	i	i	i	i	-2	i	2	5
4	Cc1ccc(NC(=O)N2CCCC2C(=O)NCC2CCCO2)cc1 (configuration not stated)	i	4	0	i	i	i	i	-2	i	2	-3
5	CCCCn1c(SCC(=O)NCc2ccco2)nc2c1c(=O)n(C)c(=O)n2C	i	1	-4	i	i	i	i	-3	i	-2	5
6	Cc1ccnc2nc(C(=O)OCC(=O)N3CCc4ccccc43)nn12	i	-18	4	i	i	i	i	1	i	-1	-2
7	Cc1cccn2c(=O)c3cc(C(=O)N4COCC4(C)C)sc3nc12	i	-7	2	i	i	i	i	0	i	-3	-43
8	COc1ccc(CC(C)CC(=O)NCCc2ccc(OC)c(OC)c2)cc1 (configuration not stated)	i	-8	3	i	i	i	i	-6	i	5	-2
9	Cc1ccc(C(=O)NN2C(=O)C3C4c5ccccc5C(c5ccccc54)C3C2=O)cc1 (configuration not stated)	i	-6	1	i	i	i	i	-1	i	-10	1
10	CN1C(=O)/C(=C/c2ccccc2OCc2ccccc2F)NC1=S	i	-6	0	i	i	i	i	2	i	1	3
11	CC(C)N1C(=O)CN(C2CCCCCC2)C(=O)C1c1ccccc1F (configuration not stated)	i	-14	2	i	i	i	i	5	i	-2	0
12	COc1ccc(C)cc1N(C(=O)c1ccco1)C(C(=O)NC1CCCC1)c1cc(OC)c(OC)c(OC)c1 (configuration not stated)	i	-11	0	i	/	i	i	2	i	-3	0
13	CON(C)c1nc(OCC#N)nc(N(C)C)n1	i	-1	-4	i	i	i	i	/	i	-2	14
14	CCN1CCN(C(=O)CCN2C(=O)c3ccccc3S2(=O)=O)CC1	i	-7	-1	i	i	i	i	-2	i	1	-6
15	O=C(O)C1=C[C@H](C2CC2)C[C@H](OCc2ccc(CO)cc2)O1	i	-3	1	i	i	i	i	-2	i	/	-1
16	COc1cc(NC(=O)C2CCCN2S(=O)(=O)c2ccc3c(c2)CC(C)N3C(C)=O)cc(OC)c1 (configuration not stated)	i	-11	2	i	i	i	i	-1	i	6	-1
17	O=c1c2ccccc2ncn1C1CCCCC1	i	2	0	i	i	i	i	-3	i	1	?
18	COC(=O)c1nnn(-c2nonc2N)c1COc1ccc(C=O)cc1OC	i	-18	-23	i	i	i	i	32	i	-3	-9
19	Cc1nc2c3ccccc3nc(NNC(=O)CCC(=O)NCCC(C)C)n2n1	i	-10	-1	i	i	i	i	/	i	-8	/
20	CN1CCN(NC(=O)c2cn(-c3ccccc3)nc2-c2cccs2)CC1	i	-9	0	i	i	i	i	-1	i	-56	-2
21	COC(=O)c1ccccc1OCC(=O)N1CCN(c2ccc(OC)cc2)CC1	i	-10	2	i	i	i	i	-3	i	3	0
22	CC(C)(C)c1ccc(NC(=O)COC(=O)CCc2nc3ccccc3c(=O)[nH]2)cc1	i	-13	-1	i	i	i	i	0	i	0	6
23	C(=N\N1CCN(C2c3ccccc3-c3ccccc32)CC1)/c1cccnc1	i	-9	3	i	i	i	-10*	-1	i	1	-4
24	O=C(/C=C/c1ccc(O)c(O)c1)O[C@@H]1C[C@](O)(C(=O)O)C[C@@H](O)[C@H]1O	i	-4	1	i	i	i	i	-1&0	i	2&8	2&0
25	Nc1cc(C(F)(F)F)ccc1OCC1CCCO1 (configuration not stated)	i	-6	-1	i	i	i	i	-3	i	-3	5
26	CC(=O)NC1(C(F)(F)F)C(=O)Nc2c1c(=O)[nH]c(=O)n2CCc1ccccc1 (configuration not stated)	i	-7	3	i	i	i	i	2	i	6	-3
27	O=C(CN1C(=O)/C(=C/c2ccccc2)SC1=S)N1CCN(CCc2ccccn2)CC1	i	-8	3	i	i	i	i	3	i	-2	-8
28	O=C(Nc1c2c(nn1-c1ccc([N+](=O)[O-])cc1)CS(=O)(=O)C2)c1ccco1	i	-4	1	i	i	i	i	3	i	/	8
29	Cc1ccc(Oc2ccc(C=O)cn2)cc1	i	-4	0	i	i	i	i	-1	i	-4	-2
30	CCOC(=O)c1nn(-c2ccc(Cl)cc2)c(=O)c(C#N)c1C	i	-5	0	i	i	i	i	-1	i	/	4
31	COCCCNC(=O)CCc1ccc(S(=O)(=O)Nc2ccc(C)cc2)cc1	i	-9	1	i	i	i	i	1	i	-1	-1
32	CCOC(=O)c1sc(-c2ccc(C(F)(F)F)cc2)nc1O	i	-2	-1	i	i	i	i	-2	i	-3	5

As entered above:
COc1cccc(NC(=O)c2cc(-c3ccco3)nc3ccccc23)c1 @ GSK3beta inhib: 4
Cc1ccc(C(=O)NN2C(=O)C3C4c5ccccc5C(c5ccccc54)C3C2=O)cc1 (configuration not stated) @ HDAC3 inhib: 1

New compounds follow.
No.	SMILES	KCNQ1 act	hERG rescue	GSK3beta inhib	KCNQ1 block	PolyA inhibitor	KCNK9 block	KCNK3 inh	GSK3 alpha inh	RGS4 act	DYRK1A inh	HDAC3 inhib
33	CCOC(=O)C1=C(N2CCCCC2)c2cc3c(n2C1=O)CCCC3	i	-8	-1	i	i	i	i	-2	i	2	10
34	CC(C)(C)C1CCc2c(sc(NC(=O)c3ccncc3)c2C(N)=O)C1 (configuration not stated)	i	-4	5	i	i	i	i	-3	i	6	-1
35	COc1cc(C(=O)NCc2nnc(SCC(=O)N3CCCCC3)o2)cc(OC)c1OC	i	0	2	i	i	i	i	-3	i	-3	-8
36	O=C(NCc1cccnc1)c1cccnc1Sc1ccc(Cl)cc1	i	-3	3	i	i	i	i	-2	i	0	1
37	Cc1ccccc1Cn1ccc(-c2ccc(Cl)cc2)c(C#N)c1=O	i	-11	0	i	i	i	i	-2	i	4	3
38	Cc1nn(CC2CC2)c(=O)n1-c1ccccc1F	i	-10	-2	i	i	i	i	-3	i	1	1
39	CCCCCCSc1ccc([C@H]2N[C@@](CC(C)C)(C(=O)OC)[C@H]3C(=O)N(C)C(=O)[C@@H]23)cc1	i	-29	-25	i	i	i	i	-1	i	/	21
40	CCOc1ccc2[nH]c(=O)c(CN(Cc3ccc(C)cc3)C(=O)N3CCCC3)cc2c1	i	-2	2	i	i	i	i	-2	i	-9	1
41	Cc1ccnc(NC(=O)c2cccc([N+](=O)[O-])c2C)c1	i	-7	-3	i	i	i	i	0	i	-5	-1
42	COCCn1c(=O)[nH]c2cc(C(=O)N3CCN(c4ccccc4F)CC3)ccc2c1=O	i	-4	-1	i	i	i	i	-2	i	-1	0
43	COc1cc(C(=O)NCc2nnc(SCC(=O)NCCc3ccccc3)o2)cc(OC)c1OC	i	-2	2	i	i	i	i	-2	i	0	4
44	O=C(O)CCCn1cc(NC(=O)COc2cccc(Cl)c2)cn1	i	-5	2	i	i	i	i	2	i	/	-3
45	COc1ccc(C(CNC(=O)c2ccc(S(=O)(=O)N(C)C)cc2)N(C)C)cc1 (configuration not stated)	i	-7	3	i	i	i	i	-3	i	-1	2
46	COc1ccc(NC(=O)/C(C#N)=C\c2ccc(OCc3ccc(C(=O)O)cc3)c(OC)c2)cc1	i	-8	3	i	i	i	i	0	i	-8	-4
47	CC(C)COC(=O)NC1c2ccccc2Oc2ccccc21	i	-15	1	i	i	i	i	1	i	-4	5
48	O=C(CSCc1cc(=O)n2ccsc2n1)Nc1ccccc1	i	-6	2	i	i	i	i	-1	i	-3	6
49	CC1(C)Cc2c(sc(NC(=O)c3ccco3)c2C#N)C(C)(C)N1	i	-5	-3	i	i	i	/	-5	i	/	13
50	CCOc1ccc(CCNC(=O)c2oc3c(c2C)-c2[nH]ncc2CC3)cc1OCC	i	-25	2	i	i	i	i	-1	i	8	-4
51	CC1=C(C#N)C(c2cn(-c3ccccc3)nc2-c2cccs2)C(C#N)=C(C)N1	i	-4	1	i	i	i	i	0	i	8	4
52	COCCn1c(=O)[nH]c2cc(C(=O)Nc3cc(C)cc(C)c3)ccc2c1=O	i	-9	/	i	i	i	i	-1	i	2	-2
53	COc1ccc(OC)c(C(Nc2ccccc2)P(=O)(OC(C)C)OC(C)C)c1 (configuration not stated)	i	-12	2	i	i	i	i	-1	i	/	5
54	CCOC(=O)C1CCN(Cc2c(F)cccc2Cl)CC1	i	-10	2	i	i	i	i	-3	i	5	?
55	COC(=O)/C(=C\Nc1ccccc1N)c1ncc(C(F)(F)F)cc1Cl	i	-5	-3	i	i	i	i	-1	i	0	1
56	Cc1nc(CSc2ccccc2)cc(=O)[nH]1	i	-14	5	i	/	i	i	/	i	8	-4
57	COCCc1nnc(NC(=O)C(C)C)s1	i	-2	-2	i	i	i	i	-2	i	/	14
58	O=C(NCc1ccccc1)C1=C[C@H](C2CC2)C[C@H](OCCCCO)O1	i	-14	0	i	i	i	i	-3	i	-2	?
59	CC(C)C1=NN(C(=O)c2ccccc2)C(O)(C(C)(C)C)C1 (configuration not stated)	i	-4	-3	i	i	i	i	-1	i	0	0
60	Cn1c(C(C(=O)NCC2CCCO2)N(C(=O)Cn2nnc3ccccc32)C2CCCCC2)nc2ccccc21 (configuration not stated)	i	-10	0	i	i	i	i	0	i	-2	-3
61	CCOC(=O)NC(NCc1cccc(C(F)(F)F)c1)(C(F)(F)F)C(F)(F)F	i	0	2	i	i	i	i	-2	i	0	1
62	Cc1ccc(Oc2nc(CN3CCOCC3)nc3sc4c(c23)CCC(C)C4)cc1 (configuration not stated)	i	-3	3	i	i	i	i	1	i	-6	8
